Assay outcomes as filed in PubChem.
VLA-4 inh: inhibition in a human VLA-4 binding assay; P13612; VLA-4 expressing cells, ligand binding flow cytometry; actives 0.2% (n = 330,000); inhibition, % (about 7 µM as worked out from the volumes in the protocol); in the data active = inhibition above about 50%
GLD-1 TGE inh: GLD-1-TGE RNA interaction inhibition (C. elegans). actives 0.44% (n = 320,000). AID 2280. inhibition, % at 5.96 µM. purified GLD-1 + fluorescein TGE RNA, fluorescence polarization. Q17339;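 active = percent inhibition above a per-plate cutoff, the plate mean of test compounds plus 3 SD, cut at about 30% in these data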;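 also: 0% = DMSO wells with GLD-1 and probe and 100% = wells lacking GLD-1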
Target sequence (Q17339 whole entry, looked up): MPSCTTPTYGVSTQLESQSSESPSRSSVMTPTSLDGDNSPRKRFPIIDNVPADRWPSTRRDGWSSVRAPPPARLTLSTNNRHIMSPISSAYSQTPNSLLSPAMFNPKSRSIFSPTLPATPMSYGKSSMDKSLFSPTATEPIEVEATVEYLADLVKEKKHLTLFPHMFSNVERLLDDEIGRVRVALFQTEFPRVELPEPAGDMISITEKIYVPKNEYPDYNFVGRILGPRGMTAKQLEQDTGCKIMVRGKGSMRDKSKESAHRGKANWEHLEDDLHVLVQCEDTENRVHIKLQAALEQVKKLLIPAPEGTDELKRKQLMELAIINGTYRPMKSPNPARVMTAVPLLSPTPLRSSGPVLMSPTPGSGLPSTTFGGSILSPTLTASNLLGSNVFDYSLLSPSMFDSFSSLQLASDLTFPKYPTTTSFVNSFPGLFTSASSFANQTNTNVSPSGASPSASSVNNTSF
BCLXL inh: inhibitors of human Bcl-xL | Q07817 | GST-Bcl-xL / FITC-Bim BH3 peptide fluorescence polarization | inhibition, % at 10.9 µM | actives 0.7% (n = 320,000);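 active = inhibition above the mean of all tested compounds plus 3 SD, cutoff set per campaign, cut at about 30% in these data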;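 also: 0% = DMSO wells and 100% = unlabeled Bim-BH3 peptide competitor; inhibitors lower millipolarization by displacing the labeled peptide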
CR mimetic SO: caloric restriction mimetics inhibiting age-related superoxide in yeast; S. cerevisiae aged cells, superoxide DHE fluorescence; active compounds read low; superoxide response (% of plate mean), % at 10 µM; actives 0.18% (n = 330,000);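 active = superoxide response under a set limit, about three screen SD below normal, cut at about 65% in these data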;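 also: yeast aged for seven days with compound at 30 °C before DHE staining; 100% = average MFI of all compound-treated wells on the plate with controls excluded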
MEX-5 binding: C. elegans MEX-5 TCR-2 RNA binding activity | actives 0.38% (n = 300,000) | activity score (negative = inhibition of binding), % at 10 µM | MEX-5/FITC-TCR2 RNA binding, fluorescence polarization; active compounds read low | Q9XUB2;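 active = inhibition past about -25% in most replicates, and total fluorescence under double the plate's negative control median, limit read from the data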;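 also: 0% = DMSO and -100% = 5 µM competing unlabeled TCR2 RNA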
AGP1-GFP MLPCN: modulators of TOR pathway AGP1-GFP in S. cerevisiae | S. cerevisiae AGP1-GFP multiplex flow cytometry, 3 h; GFP as percent of DMSO wells | GFP response vs DMSO, % at 10 µM | actives 0.02% (n = 320,000);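 active = GFP response relative to DMSO above a set limit, near screen average plus 3 SD, cut at about 150% in these data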;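 also: median GFP channel fluorescence of the gated AGP1 strain per well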
GRK2 inh: human GRK2 inhibition via aptamer displacement. P25098. bead flow cytometry, FAM-aptamer displacement from GRK2. inhibition of aptamer binding, % at 10 µM. actives 0.59% (n = 330,000);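 active = inhibition of aptamer binding above 40%, roughly 3 SD of noise, on plates passing a quality check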;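 also: median bead fluorescence of bound FAM aptamer so fluorescent compounds give negative values; no value below 0 was filed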
MCL1-BIM inh: disrupts human MCL1 binding to BIM-BH3 peptide | Q07820 | GST-MCL1 / FITC-Bim-BH3 fluorescence polarization | inhibition, % at 10.9 µM | actives 0.68% (n = 320,000) | AID 2057;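 active = inhibition above the mean inhibition of all tested compounds plus 3 SD, set per campaign, cut at about 40% in these data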;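 also: 0% = DMSO wells and 100% = unlabeled Bim-BH3 peptide control; higher means more loss of mP so more displacement of Bim peptide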
Target sequence (Q07820 whole entry, looked up): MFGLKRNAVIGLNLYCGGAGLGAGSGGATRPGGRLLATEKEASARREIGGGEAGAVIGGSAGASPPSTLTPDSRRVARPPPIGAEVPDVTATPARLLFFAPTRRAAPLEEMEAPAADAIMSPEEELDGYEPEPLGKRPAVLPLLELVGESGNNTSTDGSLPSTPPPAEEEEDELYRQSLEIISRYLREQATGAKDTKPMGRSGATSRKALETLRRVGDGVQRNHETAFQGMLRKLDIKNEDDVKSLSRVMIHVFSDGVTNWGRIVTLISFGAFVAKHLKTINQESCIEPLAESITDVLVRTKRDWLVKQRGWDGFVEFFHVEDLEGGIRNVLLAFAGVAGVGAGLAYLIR
CIT2 TOR yeast: yeast TOR pathway CIT2-GFP modulation | S. cerevisiae CIT2-GFP strain, flow cytometry, 3 h; 100 means same as DMSO wells | GFP response vs DMSO, % at 10 µM | actives 0.065% (n = 320,000);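 active = GFP response relative to DMSO above a set limit, near the screen mean plus 3 SD, cut at about 150% in these data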;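 also: ratio of well median GFP fluorescence to mean of DMSO wells on the plate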
Numbers without * were called inactive; x = not tested or not shown.

Compound	VLA-4 inh	CIT2 TOR yeast	MCL1-BIM inh	BCLXL inh	GRK2 inh	MEX-5 binding	GLD-1 TGE inh	AGP1-GFP MLPCN	CR mimetic SO
Cc1ccc(C(C)NC(=O)COC(=O)C2=COCCO2)cc1C (centres undefined)	-9	103	0	-1	1	x	1	100	96
CCNC(=O)c1c(NC(=O)c2cc(-c3cc(C)ccc3O)n[nH]2)sc2c1CCCC2	-3	104	22	4	1	-6.3	4	102	98
COCCSc1nnc(NS(=O)(=O)c2ccc(C)cc2)s1	18	x	-1	8	0	-2.7	-5	104	98
OC1(c2cccc(C(F)(F)F)c2)CCN(c2ccc(-c3ccccc3)nn2)CC1	19	91	-3	5	6	x	9	94	91
COC(=O)c1ccc2c(c1)nc(C)n2CCO	8	93	-2	6	0	-2.0	-1	111	105
CCOC(=O)c1sc(=NC(=O)c2ccc(OC)c(OC)c2)n(C)c1C	0	102	1	4	0	0.6	8	94	101
Cc1cccc(Nc2ccccc2C(=O)OCC(=O)N2CCOCC2)c1C	1	x	6	7	2	2.7	1	99	97
CCc1ccc(N(C(=O)c2csnn2)C(C(=O)NC(C)(C)C)c2ccccn2)cc1 (centres undefined)	1	102	-1	1	2	-0.1	8	106	103
C=CCOc1c(CNc2ccc(C(=O)O)cc2)cccc1OC	x	84	-8	-5	0	2.7	-1	100	92
COc1ccc(-c2c(-c3ccsc3)oc3ccc(N4CCOCC4)cc23)cn1	x	x	11	5	x	2.5	7	x	x
COc1ccc(CNC(=O)CN(C)Cc2ccc(C(C)(C)C)cc2)cc1	6	109	-3	3	2	-3.1	-4	103	94
O=c1cc(CO)occ1OCc1cccc(C(F)(F)F)c1	6	102	-4	7	0	1.5	5	102	94
CCOc1ccccc1NC1=NC2CS(=O)(=O)CC2S1 (centres undefined)	14	94	-3	2	0	-0.5	0	100	80
O=C(Nc1ccc(F)c(Cl)c1)C1CC(=O)N(Cc2ccco2)C1 (centres undefined)	13	100	-1	1	0	x	1	104	85
Cc1ccc(Cn2nc(C)c(C(=O)NCC(c3ccc(F)cc3)N3CCOCC3)c2Cl)cc1 (centres undefined)	0	89	4	5	0	x	-1	90	111
C[C@H]1CN([C@@H](C)CO)C(=O)c2cccc(NC(=O)c3nc4ccccc4s3)c2O[C@H]1CN(C)C(=O)Nc1ccc(F)cc1	-8	x	x	x	0	x	2	x	87
CC1(C)CN=C(N(Cc2ccccc2)C(=O)Nc2ccccc2)S1	x	92	-7	3	0	-0.1	-1	98	100
COc1ccc(CNc2nc3ccccc3n2C(C)C)c(O)c1	1	102	6	2	0	2.1	-1	98	92
COc1ccc(C(=O)c2c(-c3ccc(OC)cc3)oc3ccc(-c4ccc(OC)nc4)cc23)cc1	-7	86	2	6	0	2.2	14	86	111
O=C1CCCC(=O)C1=Cc1c[nH]c2ccccc12	3	104	2	0	0	0.0	4	107	103
ON=C1c2cc(OCCN3CCCCC3)ccc2-c2ccc(OCCN3CCCCC3)cc21	11	116	-1	3	0	-0.4	-7	106	94
N#Cc1cccc(-c2cn(S(=O)(=O)c3ccc(Cl)cc3)nc2N)c1	12	101	5	3	2	-1.9	3	103	106
O=[N+]([O-])c1ccc(OCCn2cnc3ccccc32)cc1	12	98	-2	6	0	1.7	1	93	85
COc1ccc(C(CCN)Cc2ccccc2)cc1 (centres undefined)	2	108	3	0	0	5.0	2	101	102
CCc1ccccc1NC(=O)CSc1n[nH]c(-c2cccnc2)n1	4	99	-4	3	2	1.8	2	100	95
O=C(NC1CCN(Cc2ccccc2)CC1)C(NS(=O)(=O)c1cccc2nsnc12)c1ccccc1 (centres undefined)	9	108	3	0	0	1.1	1	99	102
C=C(C)c1cccc(C(C)(C)NC(=O)N2CC(C)OC(C)C2)c1 (centres undefined)	6	98	5	3	2	-2.0	-1	98	100
O=C(CCS(=O)(=O)c1ccc(Cl)cc1)Nc1ccc(N2CCOCC2)cc1	8	105	4	9	0	-5.2	9	119	92
COc1ccc(-c2cn(CCN)c(-c3ccncc3)n2)cc1	38	102	5	0	0	x	7	102	90
CN1C(C(=O)NCc2cccc(Br)c2)CC2Cn3c(nc4cc5ccccc5cc43)C21 (centres undefined)	x	x	8	8	x	0.2	10	x	x
COc1ccc(OC)c2[nH]c(=O)c(CCNC(=O)Cc3cccs3)cc12	0	101	10	5	0	1.6	3	103	98
CC(=O)N1CCc2cc(Br)cc(S(=O)(=O)NCC3CCCO3)c21 (centres undefined)	-3	107	3	0	1	1.2	-6	97	97
COc1ccc(NS(=O)(=O)c2ccc3oc(SC4CCOC4=O)nc3c2)cc1 (centres undefined)	6	69	-1	-2	5	3.0	-4	94	119
O=C1Cc2ccccc2N1c1c(Cl)cccc1Cl	0	96	-10	2	1	5.6	4	87	95
O=C(Nc1ccc(N2CCN(C(=O)c3ccco3)CC2)c(Cl)c1)c1c(F)c(F)c(F)c(F)c1F	4	95	-2	5	0	-1.3	11	96	115
O=C(CCCO)NC1Cc2ccccc2C1	-8	x	-2	4	2	-1.4	-4	x	88
C[C@H](CO)N1C[C@H](C)[C@@H](CN(C)C)Oc2c(NC(=O)C3CC3)cccc2C1=O	0	84	x	x	4	x	5	87	104
CSCC[C@H](NC(=O)Cc1c(C)c2c(cc(C)c3c(C)c(C)oc32)oc1=O)C(=O)O	25	100	x	x	2	-1.8	x	102	95
CCOc1ccc(C(=O)Nc2nc(C)cc(C)n2)cc1[N+](=O)[O-]	-1	102	6	2	1	0.3	-6	102	102
O=[N+]([O-])c1nn(-c2ccc3c(c2)OCCO3)n(O)c1=NCc1ccccc1Cl	3	91	54*	42*	1	-1.4	-2	90	104
CS(=O)(=O)c1cccc(C(=O)OCC(=O)NC(=O)Nc2ccccc2F)c1	-3	106	x	x	0	x	-6	101	84
COc1cccc(C(=O)NCCS(=O)(=O)N2CCCCC2)c1	8	105	8	2	0	-4.2	4	105	103
Cc1ccc(CS(=O)Cc2ccc(C(=O)NCCc3ccccc3)o2)cc1 (centres undefined)	-23	113	3	4	4	1.2	-1	107	78
CC1CC(C)CN(S(=O)(=O)c2ccc(C(C)(C)C)cc2)C1 (centres undefined)	-9	102	-9	1	3	1.2	2	100	102
Cc1c([N+](=O)[O-])cnc(Sc2ccccc2)c1[N+](=O)[O-]	11	79	4	1	x	-0.1	0	70	89
COC(=O)Cn1c(C)c(C(C)=O)c(C(C)=O)c1C	3	101	2	-2	0	1.1	-6	100	95
COc1ccc([N+](=O)[O-])cc1N(CC(=O)N1CCN(Cc2ccccc2)CC1)S(C)(=O)=O	10	103	7	2	0	-5.3	5	100	96
COc1c(C)cc(Br)cc1C(=O)Nc1ccc(N2CCN(S(C)(=O)=O)CC2)cc1	3	104	-3	6	1	-0.2	3	103	86
O=C(OCC(=O)N1CCCC1)c1ccccc1O	-16	111	6	3	0	0.2	6	110	110
CCN(CC)C(=O)COc1cc(C)c(Cl)c(C)c1	21	95	-2	-3	0	-2.7	-5	92	101
COc1ccc(-c2nnc3n2N=C(C)CS3)cc1	20	113	3	6	5	0.0	4	96	99
CCCOc1ccc(C(=O)Nc2ccc(N3CCN(C(C)=O)CC3)cc2)cc1	7	95	-5	-6	3	1.4	-1	98	96
Cc1cccc(NS(=O)(=O)c2cc3c4c(c2)C(C)C(=O)N4CCC3)c1 (centres undefined)	10	112	6	7	2	0.4	3	106	85
O=C(COC(=O)c1cc[n+]([O-])cc1)Nc1ccc(F)c([N+](=O)[O-])c1	0	x	-2	3	0	1.1	4	x	102
O=C(Nc1ccccc1N1CCOCC1)c1cc(-c2ccco2)nc2ccccc12	-16	93	9	8	6	0.6	-3	92	96
O=C(Nc1ccc(-c2cnco2)cc1)c1ccc(Cl)cc1	28	93	-2	4	0	x	-1	103	94
O=C1CC(N2CCN(Cc3ccccc3)CC2)C(=O)N1 (centres undefined)	9	102	5	-2	1	-2.4	1	103	88
COc1ccc(S(=O)(=O)Nc2nnc(Cc3ccc(OC)c(OC)c3)s2)cc1	0	93	4	5	3	2.6	4	98	80
O=C(NCc1ccco1)c1nc2ccccc2s1	5	98	0	2	1	-1.2	2	89	107
CC1(C(=O)N2CC3(CC(c4ccccc4)=NO3)C[C@H]2C(=O)NCC(N)=O)CC1 (some centres undefined)	-4	102	2	4	2	-0.6	-7	87	103

One compound at a time, from the list above. Order of screens: VLA-4 inh | CIT2 TOR yeast | MCL1-BIM inh | BCLXL inh | GRK2 inh | MEX-5 binding | GLD-1 TGE inh | AGP1-GFP MLPCN | CR mimetic SO
Shown for Cc1cccc(NS(=O)(=O)c2cc3c4c(c2)C(C)C(=O)N4CCC3)c1 (centres undefined) = 10 | 112 | 6 | 7 | 2 | 0.4 | 3 | 106 | 85
Shown for O=C(COC(=O)c1cc[n+]([O-])cc1)Nc1ccc(F)c([N+](=O)[O-])c1 = 0 | x | -2 | 3 | 0 | 1.1 | 4 | x | 102

Next structures follow.
Compound	VLA-4 inh	CIT2 TOR yeast	MCL1-BIM inh	BCLXL inh	GRK2 inh	MEX-5 binding	GLD-1 TGE inh	AGP1-GFP MLPCN	CR mimetic SO
Cn1nc(C(F)(F)F)c(-c2ccccc2)c1NC(=O)c1ccco1	8	103	0	8	0	-3.0	0	110	100
CNC(=O)N(c1ccccc1)c1ccccc1	-5	97	3	4	0	0.9	0	96	94
CCOC(=O)C1CCN(C(=O)c2cc3c(s2)-c2ccccc2OC3)CC1	0	91	0	2	0	-2.8	8	98	106
O=C(CSc1nnc(CNC(=O)c2c(F)cccc2F)o1)NCc1ccco1	3	91	7	4	18	1.5	0	95	85
